# From PubChem
# JMJD2A Tudor inh: JMJD2A Tudor domain (human) inhibition | 390,000 compounds, 4.4% hits | Potency, µM (doses to about 114 µM), for the others: top-dose activity change, negative = inhibition, actives largely listed as inhibitors | O75164 | AlphaScreen JMJD2A-Tudor / H3K4me3 peptide binding; also: % is scaled to controls: 0 for no effect and ±100 for the full control effect; nearly all actives have a fitted effect of over 50% in size
# BAZ2B block: inhibitors of human BAZ2B bromodomain. Q9UIF8. AlphaScreen BAZ2B-H3K14Ac peptide displacement. Potency, µM (titrated, usually from 114 µM), for the others: at the top dose activity change, negative = inhibition, actives largely listed as inhibitors. 360,000 compounds, 4.4% hits. AID 504333; also: % is scaled to controls: 0 for no effect and ±100 for the full control effect; nearly all actives have a fitted effect of over 60% in size
#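 AlphaScreen luminescence quantifies BAZ2B engagement of H3K14Ac peptide; the protein and biotinylated peptide are both at 50 nM final, buffer PBS pH 7.4 with 0.01% Tween-20, all steps at room temperature.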
# POLK inh: blocks human DNA polymerase kappa activity. Potency, µM (doses to about 107 µM), for the others: top-dose activity, negative = inhibition, usual class: inhibitors. 400,000 compounds, 0.53% hits. purified Pol kappa, fluorescent DNA synthesis assay, 10 min; also: % is scaled to controls: 0 for no effect and ±100 for the full control effect
#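 Activity was followed as the change in fluorescence between reads at 0 and 10 min after starting the reaction with 50 nM substrate. Beforehand, 10 nM polymerase had been preincubated with compound for 15 min at room temperature.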
# POLI inh: blocks human DNA polymerase iota activity. Pol iota fluorescent replication assay, 10 min. Potency, µM (top dose mostly 115 µM), for the others: at the highest dose activity, negative = inhibition, hits mostly inhibitors. 390,000 compounds, 1% hits. AID 588590. Q9UNA4
# Target sequence (Q9UNA4 whole entry, looked up): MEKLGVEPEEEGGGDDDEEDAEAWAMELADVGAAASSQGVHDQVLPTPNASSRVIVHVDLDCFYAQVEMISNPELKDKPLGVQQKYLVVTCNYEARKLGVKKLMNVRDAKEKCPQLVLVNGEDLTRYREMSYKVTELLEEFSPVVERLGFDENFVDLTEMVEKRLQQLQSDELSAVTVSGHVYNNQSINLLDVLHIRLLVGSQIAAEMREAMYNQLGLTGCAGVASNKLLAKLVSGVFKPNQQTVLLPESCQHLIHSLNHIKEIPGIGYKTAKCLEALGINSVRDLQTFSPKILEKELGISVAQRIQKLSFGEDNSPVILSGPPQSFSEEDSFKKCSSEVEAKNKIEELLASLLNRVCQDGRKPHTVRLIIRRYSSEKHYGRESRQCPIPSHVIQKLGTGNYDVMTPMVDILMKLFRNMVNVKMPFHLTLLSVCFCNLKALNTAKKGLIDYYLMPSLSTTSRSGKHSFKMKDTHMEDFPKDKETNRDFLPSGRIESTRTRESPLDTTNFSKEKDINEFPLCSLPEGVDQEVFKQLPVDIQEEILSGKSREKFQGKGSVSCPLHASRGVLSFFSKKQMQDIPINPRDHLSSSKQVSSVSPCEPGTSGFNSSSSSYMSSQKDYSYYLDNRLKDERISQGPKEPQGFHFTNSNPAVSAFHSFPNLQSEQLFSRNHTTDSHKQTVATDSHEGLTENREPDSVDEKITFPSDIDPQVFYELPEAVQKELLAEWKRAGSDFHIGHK
#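 Fluorescent replication assay read twice, at 0 min and 10 min after adding 50 nM (final) substrate. Enzyme (10 nM) and compounds were first incubated 15 min at room temperature; enzyme-free buffer wells were negative controls.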
# G9a inh: inhibitors of human histone lysine methyltransferase G9a. 350,000 compounds, 8.8% hits. G9a H3K9 monomethylation, AlphaScreen, 2 h. Potency, µM (doses to about 102 µM), without a hit: top-dose activity, negative = inhibition, actives largely listed as inhibitors; also: % is scaled to controls: 0 for no effect and ±100 for the full control effect; nearly all actives have a fitted effect of over 75% in size
# Target sequence (Q96KQ7 913-1193 limits assumed): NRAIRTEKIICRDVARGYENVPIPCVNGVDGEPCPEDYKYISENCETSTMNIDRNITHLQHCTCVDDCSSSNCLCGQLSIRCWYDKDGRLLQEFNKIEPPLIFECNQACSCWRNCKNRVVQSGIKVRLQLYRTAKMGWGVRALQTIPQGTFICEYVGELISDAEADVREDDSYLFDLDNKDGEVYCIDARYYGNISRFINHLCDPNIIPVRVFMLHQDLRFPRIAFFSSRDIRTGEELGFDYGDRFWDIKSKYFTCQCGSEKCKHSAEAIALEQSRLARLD
#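 Step 1: enzyme (final 20 nM) with compound, 15 min RT. Step 2: substrate peptide 500 nM and SAM 20 uM, 2 h RT. Step 3: anti-H3K9me1 antibody and AlphaScreen beads, 10 min, then plate read.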
# POLH inh: inhibitors of human DNA polymerase eta. AID 588591. Potency, µM (doses to about 114 µM), for inactives: top-dose activity change, negative = inhibition, usual class: inhibitors. Q9Y253. recombinant Pol eta, fluorescent DNA replication assay. 390,000 compounds, 1.2% hits; also: % is scaled to controls: 0 for no effect and ±100 for the full control effect
#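 Pol eta (10 nM) was preincubated with compounds for 15 min at room temperature, after which fluorescent replication substrate (50 nM final) was added to start the reaction. Fluorescence was read kinetically at 0 and 10 min.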
# POLB inh: inhibitors of human DNA polymerase beta; Pol beta primer extension/strand displacement, fluorescence kinetic; P06746; AID 485314; 340,000 compounds, 1.3% hits; Potency, µM (highest dose often 114 µM), for the others: top-dose activity change, negative = inhibition, usual class: inhibitors; also: % is scaled to controls: 0 for no effect and ±100 for the full control effect
#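 Kinetic readout of DNA synthesis with strand displacement by Pol beta. Compound and 10 nM enzyme sit 15 min at room temperature; 50 nM substrate starts the reaction, read immediately and at 10 min.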
# BLM helicase inh: blocks DNA unwinding by human BLM helicase. 350,000 compounds, 0.2% hits. AID 2528. recombinant BLM DNA unwinding, fluorescence dequenching. Potency, µM (series often up to 56.1 µM), without a hit: at the top dose activity change, negative = inhibition, usual class: inhibitors. P54132;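 also: plate controls were vehicle for no effect and no enzyme for full effect; nearly all actives have a fitted effect of over 35% in size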
# APEX1 inh: APE1 (human) endonuclease inhibition. recombinant APE1, TAMRA/BHQ-2 abasic DNA cleavage fluorescence. Potency, µM (titrated, usually from 65.8 µM), for the others: at the top dose activity change, negative = inhibition, actives largely listed as inhibitors. 350,000 compounds, 0.35% hits. AID 2517;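 also: plate controls were vehicle for no effect and reference inhibitor for full effect; nearly all actives have a fitted effect of over 55% in size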
#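 Kinetic fluorescence read (525 ex/598 em nm, three reads 60 s apart) of AP-site incision; signal = third minus first read. Enzyme 0.75 nM, dual-labelled THF duplex 50 nM, compound preincubation 15 min RT.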
# Active calls of the source: *; ? = inconclusive; / = not tested or not shown; & = joins results of further samples; [ ] = dose if it differs, or a comment. Calls follow the shape of the dose curve; as a rule, active = well fitted curve in the direction sought with a large enough effect; inconclusive = small, poorly fitted or top-dose-only effect, or another doubt; inactive = no such curve, though single readings can be large; an effect the other way counts as inactive or inconclusive. Potency is read from the fitted curve at half-maximal effect. This is a subset; count on the stated rates, not on these rows.
mol,JMJD2A Tudor inh,BAZ2B block,POLK inh,POLI inh,G9a inh,POLH inh,POLB inh,BLM helicase inh,APEX1 inh
COc1cccc(NC(=O)COC(=O)c2c(C)noc2C)c1,-21%,2%,9%,25%,9%[12.7 µM],-6%,/,/,6%
Clc1ccc(C2=NCCn3nc4ccccc4c32)cc1,-21%,-5%,-19%,13%,23%[2.33 µM],-16%,/,/,2%
CN(Cc1ccccc1)Cc1nc2c([nH]1)c(=O)[nH]c(=O)n2C,1µM*,11%,-13%,9%,27%[12.7 µM],-5%,0%,1%,13%
Nc1ncnc(Nc2cc(Cl)cc(Cl)c2)c1[N+](=O)[O-],-18%,9%,-3%,6%,21%[59 µM],-8%,36%,3%,-3%
Cc1ccc(C(=O)Cn2ncsc2=N)cc1,-17%,-33%,-6%,0%,?,-16%,-13%,1%,0%
COc1cc2c(cc1OC)-c1cc(NC3CC3)nc(=O)n1CC2,-12%,-2%,8%,1%,8%[2.33 µM],-5%,?,3%,-6%
CC1OC(OC2C(CO)OC(OCC3OC(OC(=O)[C@@]45CCC(C)(C)C[C@@H]4C4=CC[C@@H]6[C@@]7(C)CCC(OC8OCC(O)C(O)C8OC8OC(C)C(O)C(O)C8O)[C@@](C)(CO)C7CC[C@@]6(C)[C@]4(C)CC5)C(O)C(O)C3O)C(O)C2O)C(O)C(O)C1O (stereo not given in full),-10%,/,6%,27%,/,-6%,/,/,/
COc1ccc(-c2cc3c(nn2)-c2ccccc2C3=O)cc1,22µM*,-14%,-3%,187%[activator],-5%,-21%,37%,-5%,15%
CC(C)N(C(=O)Cn1c(SCC(=O)N2CCN(c3ccccc3)CC2)nc2ccccc21)C(C)C,-17%,-6%,-4%,28%,2%,-4%,-1%,-5%,2%
CCOC(=O)c1ccc(NC(=O)C2COc3ccccc3O2)cc1 (stereo not given),8%,8%,-7%,6%,-9%,-14%,-1%,-12%,16%
CC(OC(=O)CN1C(=O)NC2(CCCC2)C1=O)C(=O)Nc1cccc(Cl)c1 (stereo not given),11%,-12%,2%,36%[activator],13%,-18%,21%,-3%,16%
O=c1cnnc(Nc2ccccc2)[nH]1,-16%,-4%,-14%,14%,14%,-1%,12%,1%,1%
Cc1c(F)cccc1NS(=O)(=O)c1ccc2c(c1)n(C)c(=O)c(=O)n2C,-23%,-2%,4%,23%,15%,-19%,4%,2%,38%
Cc1ccc(S(=O)(=O)N2CC=C(c3c(C)n(C)c4ccccc34)CC2)cc1,?,?,-6%,-9%,?,-18%,-3%,-9%,0%
CCOC(CNC(=O)c1cccn2c(=O)c3cc(Cl)ccc3nc12)OCC,34%,55%[activator],4%,27%,3%,-7%,-22%,1%,8%

# Later entries
mol,JMJD2A Tudor inh,BAZ2B block,POLK inh,POLI inh,G9a inh,POLH inh,POLB inh,BLM helicase inh,APEX1 inh
COc1ccc(NC2CCCN(C(=O)CN3C(=O)c4ccccc4C3=O)C2)cc1OC (stereo not given),-10%,-25%,-3%,-7%,-9%,-3%,1%,2%,21%
O=C(Cc1ccccc1[N+](=O)[O-])NCCCc1ccccc1,?,-1%,-16%,94%[activator],?,-9%,-2%,-16%,4%
CC1CN(C(=O)c2ccccc2OCc2ccccc2Cl)CC(C)O1 (stereo not given),-14%,-3%,0%,33%[activator],2%[12.7 µM],-15%,/,/,46%
CC(=O)NC(=S)NNC(=O)C(c1ccccc1)c1ccccc1,?,7%,3%,18%,11µM*,-9%,-11%,-3%,-2%
Cc1nn(CC(=O)Nc2cccc(C(F)(F)F)c2)c(=O)c2nn(-c3ccccc3)c(C)c12,0%,-12%,3%,-13%,?,?,-3%,-5%,/
CC(=O)NC1C(Oc2cccc(C)c2)OC2COC(c3ccco3)OC2C1O (stereo not given),-3%,5%,7%,10%,-3%,-12%,-14%,-1%,-1%
Cc1ccc(CS(=O)Cc2ccc(C(=O)NCc3ccc(OC(C)C)cc3)o2)cc1 (stereo not given),-5%,-7%,9%,36%[activator],-5%,-7%,-11%,1%,-22%
CCc1cccc(C)c1NC(=O)C(c1ccc(O)cc1)N1CCC1=O (stereo not given),1%,5%,4%,0%,-5%[12.7 µM],-11%,-3%,-2%,-5%
Fc1ccccc1N1CCN(c2ncnc3nc[nH]c23)CC1,-3%,1%,-10%,7%,12%,-15%,4%,-6%,-3%
COc1ccc(-n2c(SCC(=O)NC3CC3)nc3ccccc3c2=O)cc1OC,5%,7%,14%,2%,13%[59 µM],-14%,/,/,21%
O=C(Nc1ccc(Cl)cc1)C1=Cc2cc(Cl)ccc2OC1,-7%,-7%,0%,0%,14%[12.7 µM],-3%,41%,-1%,-5%
COc1ccc(C(=O)NCc2cccnc2)cc1S(=O)(=O)N1CCOCC1,1%,7%,0%,34%[activator],-3%[12.7 µM],-11%,-1%,-3%,4%
O=C(Cn1c(=S)[nH]c2ccccc21)c1ccccc1,?,-1%,-10%,-14%,3.5µM*,-16%,22%,-1%,12%
COc1ccc(OC)c(NC(=O)C2CC(=O)N(Cc3ccco3)C2)c1 (stereo not given),-23%,-4%,-25%,-3%,?,-10%,/,/,1%
O=C(NCCNCCO)C1(C(F)(F)F)C/C(=C\CCO)CCCO1 (stereo not given),-10%&-13%,/,-1%&-3%,36%[activator],/,-11%,/,0%,-2%

# The list goes on:
mol,JMJD2A Tudor inh,BAZ2B block,POLK inh,POLI inh,G9a inh,POLH inh,POLB inh,BLM helicase inh,APEX1 inh
Cc1ccc(CNCCCn2cnc(C(=O)Nc3ccc(C)c(C)c3)n2)o1,-27%,/,-13%,9%,/,-16%,/,/,/
CCOc1ccc(C(=O)NCCN2CCOCC2)cc1,2%,-14%,-12%,99%[activator],6%,-13%,40%,0%,-2%
O=C(C1CCOCC1)N1CCCC(N2CCN(c3ccc(F)cc3)CC2)C1 (stereo not given),-7%,-9%,-3%,-17%,/,-3%,18%,-1%,4%
CSc1nc(C=Nc2ccccc2Cl)c(O)n1Cc1cccc(Cl)c1,79µM*,-19%,-5%,-19%[58.9 µM],/,-20%,-7%,-12%,-1%
O=S(=O)(Cc1nnnn1-c1ccccc1)c1ccc(Cl)cc1,-8%,9%,-3%,12%,93%[activator],-16%,86%,-3%,3%
CCCCOc1ccc(-c2nc(-c3cccnc3)no2)cc1,6%,2%,-15%,13%,4%[12.7 µM],-19%,-2%,-2%,0%
Cn1c(N)c(C(=O)COC(=O)COc2cccc(Br)c2)c(=O)n(C)c1=O,6%,/,-8%,7%,/,-13%,/,/,23%
CCN(C(=O)COC(=O)c1cc2ccccc2cc1O)C1CCS(=O)(=O)C1 (stereo not given),-4%,-13%,-11%,13%,17%[0.501 µM],5%,2%,-1%,-4%
CN1CCN(C(=O)C2=C[C@@H](c3ccc(Br)cc3)C[C@@H](OCc3ccc(CO)cc3)O2)CC1,-9%,-17%,2%,49%[activator],13%[59 µM],-24%,1%,-6%,2%
Cc1ccc(Cn2c(O)c(N=NC(=S)Nc3ccccc3F)c3cc(S(=O)(=O)N4CCOCC4)ccc32)cc1,-28%,-17%,3%,16%,?,0%,7%,-7%,-4%
O=S(=O)(NCC1COc2ccccc2O1)c1ccccc1F (stereo not given),-1%,/,5%,20%,/,-10%,/,/,12%
CS(=O)(=O)Nc1ccc(C(=O)Nc2ccc3ccccc3c2)cc1,-2%,-26%,-10%,112%[activator],14%,-20%,-24%,-8%,33%
CCOc1ccc(C(C(=O)NC2CCCCC2)N(C(=O)c2ccccn2)c2cccnc2)cc1 (stereo not given),-14%,-16%,-5%,58%[activator],3%,-15%,13%,6%,-3%
O=C(/C=C/c1c[nH]c2ccccc12)c1ccccc1,10%,-4%,-6%,8%,9%[59 µM],-18%,3%,-7%,3%
CCCC1=C(C(=O)OCC)C(c2ccc(OC)c(C)c2OC)C(C#N)=C(N)O1 (stereo not given),-35%,-35%,-20%,-1%,-5%,-19%,-4%,-6%,1%

# Reprinted at random: two records from the list
mol,JMJD2A Tudor inh,BAZ2B block,POLK inh,POLI inh,G9a inh,POLH inh,POLB inh,BLM helicase inh,APEX1 inh
CCOc1ccc(C(=O)NCCN2CCOCC2)cc1,2%,-14%,-12%,99%[activator],6%,-13%,40%,0%,-2%
O=C(C1CCOCC1)N1CCCC(N2CCN(c3ccc(F)cc3)CC2)C1 (stereo not given),-7%,-9%,-3%,-17%,/,-3%,18%,-1%,4%

# Later entries:
mol,JMJD2A Tudor inh,BAZ2B block,POLK inh,POLI inh,G9a inh,POLH inh,POLB inh,BLM helicase inh,APEX1 inh
ClCC1CSC(=NC23CC4CC(CC(C4)C2)C3)O1 (stereo not given),-10%,5%,-14%,-14%,22%,1%,4%,-5%,2%
CCCC1(c2ccccc2)NC(=O)N(CC(=O)c2[nH]c(C)c(C(=O)OCC)c2C)C1=O (stereo not given),-30%,15%,-13%,-15%,22%[59 µM],-18%,-1%,-11%,2%
CC(C)COc1ccc(C(=O)N2CCCCC2CCN2CCCCC2)cc1 (stereo not given),-19%,-1%,-13%,0%,-5%[59 µM],-15%,?,5%,/
CC(C)C(=O)Nc1nnc(CCN2CCCCC2)s1,-7%,0%,-7%,12%,?,-10%,-7%,-5%,2%
Cc1c(NC(C)C)c(=O)n(-c2ccccc2)n1C,?,11%,-8%,?,-11%[59 µM],-4%,/,4%,33%
CC1CCN(CCNC(=O)c2ccc3c(=O)n(Cc4ccc(Cl)cc4)c(=S)[nH]c3c2)CC1,-16%,?,2%,2%,11%,?,82%,0%,9%
Cc1ccc(OCCCNC2CCCC2)cc1,22µM*,?,10%,14%,13µM*,-6%,33%,0%,-1%
CC(C)(C)c1ccc(S(=O)(=O)NCC2CCCO2)cc1 (stereo not given),-1%,1%,-10%,25%,12%[0.501 µM],4%,20%,-3%,13%
c1cncc(-c2nnc(SCc3nc4ccccc4[nH]3)o2)c1,1%,-2%,-3%,?,20%[12.7 µM],-15%,7%,1%,-1%

# An excerpt from above in order of the POLB inh value, high to low:
mol,JMJD2A Tudor inh,BAZ2B block,POLK inh,POLI inh,G9a inh,POLH inh,POLB inh,BLM helicase inh,APEX1 inh
Cc1ccc(OCCCNC2CCCC2)cc1,22µM*,?,10%,14%,13µM*,-6%,33%,0%,-1%
Fc1ccccc1N1CCN(c2ncnc3nc[nH]c23)CC1,-3%,1%,-10%,7%,12%,-15%,4%,-6%,-3%
CCOC(CNC(=O)c1cccn2c(=O)c3cc(Cl)ccc3nc12)OCC,34%,55%[activator],4%,27%,3%,-7%,-22%,1%,8%
